From PubChem BioAssay
Fam108B inh = blocks mouse Fam108B hydrolase in RBBP9 counter-screen; AID 1947; actives 0.33% (n = 300,000); inhibition, % at 9.51 µM; recombinant Fam108B, FP-Rh probe fluorescence polarization;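 active = inhibition above the screen mean inhibition plus 3 SD, computed separately per campaign, cut at about 18% in these data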;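 also: inhibitors lower polarization as less probe binds the enzyme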
MCL1 BIM primary = disrupts human MCL1 binding to BIM-BH3 peptide; inhibition, % at 10.9 µM; GST-MCL1 / FITC-Bim-BH3 fluorescence polarization; actives 0.68% (n = 320,000); Q07820; AID 2057;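 active = inhibition above the mean inhibition of all tested compounds plus 3 SD, set per campaign, cut at about 40% in these data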;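 also: 0% = DMSO wells and 100% = unlabeled Bim-BH3 peptide control; higher means more loss of mP so more displacement of Bim peptide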
Target sequence (Q07820 whole entry, looked up): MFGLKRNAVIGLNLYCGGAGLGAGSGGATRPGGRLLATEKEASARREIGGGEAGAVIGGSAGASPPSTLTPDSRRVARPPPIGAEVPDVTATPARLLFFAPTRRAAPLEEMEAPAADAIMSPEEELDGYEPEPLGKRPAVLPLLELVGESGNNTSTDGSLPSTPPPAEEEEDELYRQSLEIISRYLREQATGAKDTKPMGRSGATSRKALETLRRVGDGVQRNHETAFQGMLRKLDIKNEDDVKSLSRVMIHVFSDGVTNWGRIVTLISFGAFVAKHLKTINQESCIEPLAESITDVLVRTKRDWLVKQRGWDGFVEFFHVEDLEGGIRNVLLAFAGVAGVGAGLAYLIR
ZTA counter = counter-screen for EBNA-1 inhibitors: inhibitors of Epstein-Barr virus ZTA; ZTA-DNA binding, fluorescence polarization; inhibition, % at 11 µM; actives 0.15% (n = 320,000); AID 2234; in the data active = inhibition above about 33%
Target sequence (P03206 whole entry, looked up): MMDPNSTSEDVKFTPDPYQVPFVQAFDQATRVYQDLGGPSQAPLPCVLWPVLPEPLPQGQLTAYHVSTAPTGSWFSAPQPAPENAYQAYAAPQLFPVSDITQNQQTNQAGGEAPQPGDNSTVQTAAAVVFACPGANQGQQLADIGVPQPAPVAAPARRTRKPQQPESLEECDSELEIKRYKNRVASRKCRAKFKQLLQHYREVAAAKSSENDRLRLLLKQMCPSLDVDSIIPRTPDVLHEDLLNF
EBNA-1 inh = blocks EBNA-1 binding to DNA; EBNA-1 DNA binding, fluorescence polarization; inhibition, % at 14.8 µM; actives 0.34% (n = 300,000); AID 1950; in the data active = inhibition above about 28%
Efflux pump mplx = antifungal efflux pump inhibition, Nile Red retention; inhibition, % at 10 µM; AID 485275; S. cerevisiae Candida pump triplex; actives 0.44% (n = 330,000);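 active = plate passing quality check with inhibition over a set limit, or well fluorescence over plate mean plus 4 SD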;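 also: Nile Red retained in pooled yeast measured as flow cytometry median fluorescence; 0% = buffer negative control and 100% = Enniatin B positive control; higher means more Nile Red kept so more efflux inhibition; some compounds called inactive have numbers as strong as hits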
Yeast superoxide = yeast age-related superoxide inhibition as caloric restriction mimetic; S. cerevisiae aged cells, superoxide DHE fluorescence; active compounds read low; superoxide response (% of plate mean), % at 10 µM; actives 0.18% (n = 330,000);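 active = superoxide response under a set limit, about three screen SD below normal, cut at about 65% in these data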;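 also: yeast aged for seven days with compound at 30 °C before DHE staining; 100% = average MFI of all compound-treated wells on the plate with controls excluded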
MEX-5 binding = C. elegans MEX-5 TCR-2 RNA binding activity. Q9XUB2. MEX-5/FITC-TCR2 RNA binding, fluorescence polarization; active compounds read low. activity score (negative = inhibition of binding), % at 10 µM. actives 0.38% (n = 300,000);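 active = inhibition past about -25% in most replicates, and total fluorescence under double the plate's negative control median, limit read from the data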;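 also: 0% = DMSO and -100% = 5 µM competing unlabeled TCR2 RNA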
GLD-1 RNA inh = GLD-1-TGE RNA interaction inhibition (C. elegans); purified GLD-1 + fluorescein TGE RNA, fluorescence polarization; inhibition, % at 5.96 µM; actives 0.44% (n = 320,000); AID 2280;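 active = percent inhibition above a per-plate cutoff, the plate mean of test compounds plus 3 SD, cut at about 30% in these data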;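 also: 0% = DMSO wells with GLD-1 and probe and 100% = wells lacking GLD-1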
BCLXL inh = blocks human Bcl-xL binding to Bim BH3 peptide; actives 0.7% (n = 320,000); inhibition, % at 10.9 µM; GST-Bcl-xL / FITC-Bim BH3 peptide fluorescence polarization; Q07817;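 active = inhibition above the mean of all tested compounds plus 3 SD, cutoff set per campaign, cut at about 30% in these data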;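 also: 0% = DMSO wells and 100% = unlabeled Bim-BH3 peptide competitor; inhibitors lower millipolarization by displacing the labeled peptide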
Target sequence (Q07817 whole entry, looked up): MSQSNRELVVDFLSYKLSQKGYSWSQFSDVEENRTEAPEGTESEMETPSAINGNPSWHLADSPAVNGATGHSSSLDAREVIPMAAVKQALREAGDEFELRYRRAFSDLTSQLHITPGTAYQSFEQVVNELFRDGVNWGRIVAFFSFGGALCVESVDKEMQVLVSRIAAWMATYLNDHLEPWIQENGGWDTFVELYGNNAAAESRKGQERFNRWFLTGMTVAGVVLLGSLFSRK
Active calls of the source: *; nt = not tested or not shown.

structure	Fam108B inh	MCL1 BIM primary	ZTA counter	EBNA-1 inh	Efflux pump mplx	Yeast superoxide	MEX-5 binding	GLD-1 RNA inh	BCLXL inh
CCOC(=O)c1c(NC(=O)COC(=O)c2ccccn2)sc2c1CCC2	3.4	1.8	-21.1	-4.4	-0.2	107.1	1.3	0.2	1.3
CSc1nc2cc(F)c(F)cc2n1C	3.3	-1.2	-8.3	3.3	0.0	100.7	1.9	10.3	-4.2
Cc1c(OCC(=O)NCCN2CCOCC2)ccc2c(-c3ccccc3)cc(=O)oc12	-1.1	-6.9	6.7	-5.7	0.1	89.7	0.4	2.8	-0.7
Cn1c(SCc2ccccc2)nnc1-c1cnccn1	1.0	2.2	-7.6	3.1	0.0	84.0	1.8	1.9	1.3
CCC(C)(C)c1ccc(OCC(=O)N(C)C)c(C(C)(C)CC)c1	5.7	-4.6	-1.3	-7.0	0.3	87.4	-0.3	7.8	2.5
N#Cc1c(N)oc(-c2ccc3c(c2)OCO3)c1-c1ccc2c(c1)OCO2	5.5	-0.8	-6.5	-4.0	0.2	90.8	-1.8	-0.3	6.3
CC(C)(C)NC(=O)Cn1c(SCC(=O)Nc2nccs2)nc2ccccc21	0.2	8.4	7.4	-5.7	-0.1	106.5	-1.2	2.5	2.6
CCCc1nnc(NC(=O)c2ccncc2)s1	4.5	9.9	-1.0	9.8	-0.1	91.4	4.0	6.6	8.2
O=C(Nc1nc(-c2ccccn2)cs1)c1cccc(-n2cnnn2)c1	2.4	8.1	-3.5	4.1	0.0	94.7	-3.1	2.0	6.5
COc1cc(C(C2C(=O)CC(C)(C)CC2=O)C2C(=O)CC(C)(C)CC2=O)ccc1O	3.3	-1.6	15.9	-11.9	0.4	95.8	1.0	-5.7	3.6
COC(=O)CCC(=O)NC(=S)Nc1c(C)cccc1C	4.0	9.7	-2.9	5.2	0.0	92.5	1.1	-4.9	5.4
O=C(NCc1ccc(F)cc1)C1CCN(S(=O)(=O)N2CCCC2)CC1	2.4	4.0	2.3	-2.7	0.0	91.5	0.0	4.9	0.3
CCCNC(=O)COc1ccccc1[N+](=O)[O-]	-0.1	2.0	1.8	-2.3	-0.1	103.9	0.1	-6.7	2.9
CN(C)CCCNS(=O)(=O)c1ccc(N2CCN(Cc3ccc4c(c3)OCO4)CC2)c([N+](=O)[O-])c1	-0.5	-0.5	7.7	4.4	-0.1	89.3	-3.9	8.1	4.4
CC(=O)OC1CSC2c3ccccc3C(=O)N2Cc2sccc21 (centres undefined)	4.4	1.2	13.4	-0.3	0.0	109.7	-0.5	8.8	3.2
C[N+](C)(C)C/C=C1/COCO1	-2.4	-15.0	-0.8	-0.7	-0.1	115.5	1.6	4.0	-8.9
CC(C)(C)NS(=O)(=O)c1ccc(NC(=O)C(Sc2ccccc2)c2ccccc2)cc1 (centres undefined)	-44.8	0.1	3.3	-8.3	0.0	93.1	-1.5	3.3	-2.5
NC(=O)c1ccsc1NC(=O)COC(=O)c1nc(Cl)ccc1Cl	-1.8	-0.8	5.1	-0.1	0.0	104.3	0.9	-2.3	3.4
c1ccc(C2NCCn3cccc32)cc1 (centres undefined)	-0.6	14.3	3.5	-3.7	0.1	113.5	-0.8	-8.1	9.7
O=C1NNC(c2ccccc2)=N/C1=C\c1ccc(Cl)cc1	-2.5	3.3	-8.8	-7.1	0.2	105.7	-0.9	-1.8	4.9
O=S(=O)(c1ccc(F)cc1)N1CCN(CC2CC3C=CC2C3)CC1 (centres undefined)	0.1	-0.3	-3.6	-7.1	0.0	105.6	0.3	3.1	3.0
COc1ccccc1C1C(C(C)=O)=C(O)C(=O)N1c1ccc(O)cc1 (centres undefined)	8.4	-2.2	7.6	1.9	-0.2	106.3	-1.1	-5.3	3.3
O=C(c1ccc(Cn2c(=O)[nH]c3ccccc3c2=O)cc1)N1CCN(c2ccccc2)CC1	-2.0	0.1	-1.0	-15.5	0.0	97.7	2.4	-1.8	6.9
O=C(NC(=S)N(CCO)Cc1ccccc1)c1ccc(S(=O)(=O)N2CCCC2)cc1	-3.8	9.1	1.1	-5.5	-0.2	93.4	0.1	0.7	10.3
O=C(Nc1ccc2c(c1)OCO2)C1(S(=O)(=O)c2ccc(Cl)cc2)CC1	5.9	6.5	-7.4	7.4	0.0	93.8	0.5	5.3	6.1
COCCCNC(=O)CN1C(=O)/C(=C/c2ccccc2C)Sc2ccccc21	0.3	-7.1	-5.5	4.6	0.0	90.6	1.9	8.9	-0.2
COc1ccc(Cc2ccc(OC)c(N)c2)cc1N	0.4	5.7	-3.6	-2.5	-0.1	108.8	-3.4	7.3	0.9
CCc1c(C)sc(NC(=O)c2cc(C)no2)c1C#N	0.0	15.8	2.6	11.7	0.1	98.5	-2.8	1.9	7.8
O=C(OCC(=O)c1ccc(Cl)s1)c1ccccn1	-0.4	-0.6	-15.3	0.6	0.1	86.5	-0.8	-1.6	6.0
Cc1ccc(C(=O)Nc2cc3c(cc2Cl)OCCCO3)cc1	-6.1	4.8	-1.0	-0.5	0.0	100.9	0.9	0.8	-0.5
Oc1ccc(O)c(-c2cnns2)c1	2.1	13.8	4.7	3.4	-0.1	99.6	-63.1*	13.7	19.0
O=C(COC(=O)c1ccc(NS(=O)(=O)c2ccc3c(c2)OCCO3)cc1)NC1CC1	-1.8	1.6	2.4	-3.1	0.0	110.8	0.0	2.5	0.2
CCOc1ccc(/C=C/C(=O)c2cc(Br)ccc(=O)c2O)cc1	6.2	2.7	14.6	2.1	0.1	134.9	nt	-1.2	6.5
COc1cc2c(=O)n(CCC(=O)NCC3CCCO3)c(=O)n(CC(=O)Nc3ccc(C)c(C)c3)c2cc1OC (centres undefined)	-1.0	-6.3	-18.6	-7.3	1.1	98.2	-3.1	2.7	3.0
O=C(CN1CCN(c2ccc(Cl)cc2[N+](=O)[O-])CC1)N1CCOCC1	-1.2	3.1	-1.1	4.6	-0.1	103.9	-0.9	-2.9	1.2
CCOC(=O)CC(NC(=O)Cn1nnc(-c2ccccc2F)n1)c1ccc(OC)cc1 (centres undefined)	-1.9	2.9	-11.1	-1.7	0.0	95.4	-0.4	1.4	4.3
CCOC(=O)NC(=O)/C(C#N)=C/c1ccc(N(C)C)cc1	0.1	-89.4	-5.1	2.9	0.0	97.6	15.5	-144.1	-62.3
COc1ccc(N=C2SC(CC(=O)Nc3ccccc3)C(=O)N2CCN2CCOCC2)cc1 (centres undefined)	-0.3	3.0	6.2	19.5	-0.5	92.6	-0.8	7.9	6.5
CC1CCCCC1NC(=O)Cn1nnc(-c2ccc(Cl)cc2)n1 (centres undefined)	-0.7	4.6	9.5	8.7	-0.1	104.4	0.6	0.1	2.6
COc1cc(C)c(S(=O)(=O)NOCc2ccccc2)c(C)c1C	-1.0	-3.9	-6.4	3.4	-0.1	102.7	0.7	4.5	-1.9

Some values from the entries so far.
In MCL1 BIM primary, COc1cc2c(=O)n(CCC(=O)NCC3CCCO3)c(=O)n(CC(=O)Nc3ccc(C)c(C)c3)c2cc1OC (centres undefined) has -6.3
In GLD-1 RNA inh, CCOc1ccc(/C=C/C(=O)c2cc(Br)ccc(=O)c2O)cc1 has -1.2

Continued:
structure	Fam108B inh	MCL1 BIM primary	ZTA counter	EBNA-1 inh	Efflux pump mplx	Yeast superoxide	MEX-5 binding	GLD-1 RNA inh	BCLXL inh
Fc1ccc(NCc2nnc(SCc3ccccc3)o2)cc1	-0.6	2.8	-0.4	6.5	-0.1	101.4	1.4	4.6	9.4
NC(=O)CCN(C(=O)c1cccc(S(=O)(=O)N2CCc3ccccc32)c1)c1ccccc1	nt	0.2	-3.0	nt	0.2	104.0	nt	0.7	4.7
CC(=O)N1c2ccc(S(=O)(=O)NCCC(=O)N(C)C3CCCCC3)cc2CC1C (centres undefined)	1.7	-3.0	10.9	9.3	0.0	112.5	2.8	-7.4	1.7
Cc1nn(-c2ccccc2)c2c1C(c1c(C)[nH]c(C#N)c1C)C(C#N)=C(N)O2 (centres undefined)	2.7	2.9	-3.6	-2.9	-0.1	100.8	2.1	4.6	2.4
CC(C)CNS(=O)(=O)c1ccc(S(=O)(=O)NC2CCOC(C)(C)C2)cc1 (centres undefined)	2.7	-2.7	0.7	-7.3	0.0	94.1	0.9	10.6	-1.0
N#Cc1cc([N+](=O)[O-])ccc1NC(=O)CSc1n[nH]c(=O)n1C1CC1	nt	1.3	3.0	nt	0.0	104.0	nt	0.6	5.0
N#CC1(NC(=O)COC(=O)c2cc([N+](=O)[O-])ccc2N2CCCC2)CCCCC1	-3.7	-6.1	-1.9	-8.9	0.0	111.3	3.2	0.1	-1.2
CCOC(=O)CNc1nc(Cl)nc(N2CCCCC2)n1	0.7	2.7	0.6	1.8	-0.1	99.7	-1.7	5.6	-2.0
CCC1Oc2ccc(C)cc2N(Cc2cccc(C)c2)C1=O (centres undefined)	5.2	1.1	-8.6	-1.5	0.9	89.7	-0.5	3.4	0.4
Cc1cc(-c2ccccc2C(=O)O)on1	1.0	4.3	-0.4	-1.9	-0.1	99.4	2.5	3.3	4.8
CCOC(=O)N1CCN(C(=O)/C(=C/c2ccc(F)cc2)NC(=O)c2ccccc2)CC1	1.9	3.1	-8.1	2.7	-0.1	93.5	1.9	7.0	-1.7
COc1ccc(N2CCN(C3=CC(=O)N(c4cccc(Cl)c4)C3=O)CC2)cc1	1.1	5.2	14.8	0.6	0.0	119.2	nt	-2.0	8.8
O=C(NCC1CCCN(Cc2cccc(F)c2)C1)c1cccc2ccccc12 (centres undefined)	6.6	15.0	-4.7	-0.8	0.0	90.6	2.0	4.8	3.7
O=C(O)c1cc(-c2ccccc2Cl)n(-c2cccc(Cl)c2)n1	0.4	-5.0	0.0	-11.3	0.0	124.9	0.4	-7.1	1.0
